Tn7 DDE FP = DD(E)-Tn7 binding inhibition, primary FP screen. inhibition, % at 8.3 µM. actives 0.13% (n = 370,000). FP displacement of FITC-Tn7 peptide from fibrin DD(E); 0% = median of compound wells per plate. P02675;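 active = inhibition above the mean of compounds falling within the control limits plus 3 SD of them, cut at about 14% in these data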;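 also: 0% = plate median of compound wells and 100% = 10 µM Aha-Tn7 peptide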
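Assay system: Human fibrin DD(E) protein | Medium: Tris buffer with calcium and detergent, pH 7.8 | Reagent: 0.1 µM fluorescent Tn7 | Compound dosing: Single point at 8.3 µM | Times: 10 min preincubation, 3 h with tracer, room temperature | Detection: Fluorescence polarization of the labelled Tn7 tracer | Controls: Aha-Tn7 high control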
ADAM10 inh = inhibits human ADAM10; actives 0.62% (n = 370,000); inhibition, % at 7 µM; O14672; recombinant ADAM10, EDANS/DABCYL FRET peptide cleavage, 3 h;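 active = inhibition above a per-campaign cutoff equal to the mean of compounds falling between control-based bounds plus 3 SD, cut at about 20% in these data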;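 also: 0% = DMSO wells while the 100% control is not disclosed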
Target sequence (O14672 214-748 limits assumed): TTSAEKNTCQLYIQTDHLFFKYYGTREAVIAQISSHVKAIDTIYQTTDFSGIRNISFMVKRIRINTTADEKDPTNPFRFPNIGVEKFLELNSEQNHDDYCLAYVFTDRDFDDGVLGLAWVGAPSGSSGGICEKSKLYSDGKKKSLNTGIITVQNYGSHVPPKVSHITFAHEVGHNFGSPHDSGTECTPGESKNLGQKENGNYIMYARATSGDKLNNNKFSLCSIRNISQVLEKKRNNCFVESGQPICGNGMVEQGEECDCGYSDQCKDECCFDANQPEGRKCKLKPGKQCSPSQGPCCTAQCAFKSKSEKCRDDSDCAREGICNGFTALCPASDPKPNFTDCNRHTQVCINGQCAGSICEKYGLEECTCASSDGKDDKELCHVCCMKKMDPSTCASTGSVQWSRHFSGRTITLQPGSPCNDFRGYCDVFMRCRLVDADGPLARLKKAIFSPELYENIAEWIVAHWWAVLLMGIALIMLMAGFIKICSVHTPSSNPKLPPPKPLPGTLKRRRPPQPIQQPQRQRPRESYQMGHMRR
ASAP1 GAP inh = inhibitors of human ASAP1 ArfGAP activity; ASAP1-stimulated ARF1 GTP hydrolysis, GDP FP detection; inhibition, % at 16.5 µM; actives 0.19% (n = 360,000); in the data active = inhibition above about 25%;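 also: 0% = vehicle with enzyme and substrate and 100% = no enzyme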
Target sequence (Q9ULH1 325-724 limits assumed): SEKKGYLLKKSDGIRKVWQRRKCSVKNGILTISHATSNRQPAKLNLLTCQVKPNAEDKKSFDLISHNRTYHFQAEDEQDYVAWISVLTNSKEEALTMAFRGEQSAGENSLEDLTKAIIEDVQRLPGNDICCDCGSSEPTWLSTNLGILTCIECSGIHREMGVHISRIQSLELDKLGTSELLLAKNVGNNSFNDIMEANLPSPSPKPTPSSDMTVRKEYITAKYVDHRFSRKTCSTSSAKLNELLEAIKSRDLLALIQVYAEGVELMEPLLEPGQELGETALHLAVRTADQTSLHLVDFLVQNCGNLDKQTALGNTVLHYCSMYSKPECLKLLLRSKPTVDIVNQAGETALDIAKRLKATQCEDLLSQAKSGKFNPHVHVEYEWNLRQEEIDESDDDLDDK
PLC-beta3 inh = inhibitors of human phospholipase C beta3; Q01970; Purified PLC-beta3, fluorogenic substrate, fluorescence; inhibition, % at 12.2 µM; actives 0.18% (n = 370,000); AID 720704; in the data active = inhibition above about 11%;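 also: 0% = median of compound wells on plate and 100% = full blocker control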
ADAM17 inh = inhibits human ADAM17. recombinant ADAM17, EDANS/DABCYL FRET peptide cleavage. inhibition, % at 6.95 µM. actives 0.83% (n = 370,000). AID 720648;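 active = inhibition above the mean of compounds lying between control limits plus 3 SD, set per campaign, cut at about 8.5% in these data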;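 also: 0% = DMSO-only wells as the low control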
TDP2 absorb = blocks human TDP2 phosphodiesterase activity; recombinant TDP2, T5PNP hydrolysis, p-nitrophenol absorbance 415 nm; inhibition, % at 12.8 µM; O95551; actives 0.34% (n = 370,000); AID 720702;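 active = inhibition above the mean of all tested compounds plus 3 SD, set per campaign, cut at about 25% in these data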;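 also: 0% = DMSO with enzyme and 100% = buffer with substrate but no TDP2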
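Test system: human TDP2 enzyme; Input: 120 nM TDP2 per well; Buffer or medium: Mg2+-containing Tris-HCl buffer, pH 7.5; Reagent: 5 mM T5PNP; Dosing: 12.8 µM single point, 1% DMSO; Incubation: reaction 2 h, 37 °C; Detection: p-Nitrophenol epi absorbance; Read-out: % inhibition relative to enzyme-containing and enzyme-free wells; Replicates: single well per compound.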
Tn6 DDE FP = DD(E)-Tn6 binding inhibition, primary FP screen | inhibition, % at 8.3 µM | Fibrin DD(E) TRITC-Tn6 fluorescence polarization displacement | P02675 | AID 720509 | actives 0.21% (n = 370,000);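 active = inhibition above a per-campaign cutoff: mean of compounds within control limits plus 3 SD, cut at about 15% in these data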;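 also: 0% = median of all compound wells on the plate and 100% = blocking peptide control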
PLC-gamma1 inh = PLC-gamma1 (human) inhibition, primary screen; inhibition, % at 12.2 µM; purified PLC-gamma1, fluorogenic substrate, fluorescence; actives 0.84% (n = 370,000); in the data active = inhibition above about 9.5%
ARFGAP1 inhibitor = rat ARFGAP1 inhibition | inhibition, % at 16.5 µM | Arfgap1-stimulated ARF1 GTP hydrolysis, GDP FP detection | actives 0.26% (n = 360,000) | Q62848 | AID 651572;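 active = inhibition above a per-plate limit, mean inhibition of low control wells plus 3 SD, cut at about 25% in these data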;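 also: 0% = DMSO wells with enzyme and 100% = wells lacking Arfgap1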
Target sequence (Q62848 1-136 limits assumed): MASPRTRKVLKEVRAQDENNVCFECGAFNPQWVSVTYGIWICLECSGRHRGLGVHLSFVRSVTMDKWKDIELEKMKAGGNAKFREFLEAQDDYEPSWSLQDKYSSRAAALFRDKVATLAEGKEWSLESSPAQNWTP
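Assay system: Rat Arfgap1 GAP domain (His6, aa 1-136), purified enzyme | Buffer or medium: HEPES 25 mM pH 7.5, NaCl 150 mM, MgCl2, DTT | Schedule: GTP hydrolysis reaction 2 h at 25 °C | Signal: FP of antibody-bound GDP Alexa 633 tracer, ex 620/em 688 nm | Measure: Percent inhibition of Arfgap1-stimulated GTP hydrolysis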
SIAE inh = human SIAE inhibition, primary screen | SIAE FP-Rh probe binding, fluorescence polarization | inhibition, % at 9.66 µM | AID 1053197 | actives 0.69% (n = 370,000) | Q9HAT2;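 active = inhibition above a cutoff: mean of compounds within the control limits plus 3 SD of those, cut at about 17% in these data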;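 also: 0% = plate median of compound wells and 100% = probe without SIAE protein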
Starred values were filed as active, the others as inactive; i = inactive.

Tn7 DDE FP,ADAM10 inh,ASAP1 GAP inh,PLC-beta3 inh,ADAM17 inh,TDP2 absorb,Tn6 DDE FP,Structure,PLC-gamma1 inh,ARFGAP1 inhibitor,SIAE inh
-0.4,-3.3,-3.0,-1.2,-8.9,8.6,-1.9,COc1cc(CC(=O)NNC(=O)c2cccs2)cc(OC)c1OC,-1.2,-12.8,-5.8
2.9,2.4,-0.2,1.3,-2.1,7.8,6.2,O=C(Nc1ccc(F)cc1)N1CCN(c2nc3ccccc3s2)CC1,3.1,1.8,-3.7
-0.9,-11.5,0.2,-13.3,-4.2,-9.0,-2.4,CCOC(=O)c1c(NC(=O)CSc2cccc[n+]2[O-])sc(C(=O)Nc2ccccc2)c1C,-4.4,-6.5,-17.0
-1.6,-1.9,1.5,3.3,0.9,-1.9,-1.8,COc1cccc(/C=N/NC(=O)C(=O)N/N=C/c2cccc(OC)c2O)c1O,4.9,-4.0,-2.2
4.2,-4.2,-3.2,-1.3,-4.2,6.6,-3.8,COc1cc2nc(NC(=O)c3ccc(Cl)cc3)[nH]c(=O)c2cc1OC,-0.7,0.8,-2.5
2.0,-0.8,-1.4,2.3,2.1,0.1,-8.3,O=C1/C(=C\c2ccccc2Cl)SC(=S)N1CCC(=O)N1CCCc2ccccc21,3.2,-1.9,1.9
-5.6,0.9,-4.2,1.9,0.1,-6.9,0.6,OCC(C#CCN1CCCCC1)NCc1ccccc1 (stereo not drawn),2.2,-6.2,1.2
3.4,11.6,0.8,2.6,3.3,1.3,2.8,C(=C\c1ccccc1)/CN1CCN(C(c2cccs2)c2nnnn2Cc2ccccc2)CC1 (stereo not drawn),-0.1,-16.2,-2.8

Carrying on:
Tn7 DDE FP,ADAM10 inh,ASAP1 GAP inh,PLC-beta3 inh,ADAM17 inh,TDP2 absorb,Tn6 DDE FP,Structure,PLC-gamma1 inh,ARFGAP1 inhibitor,SIAE inh
-5.5,-16.6,10.4,-71.7,-3.9,6.2,0.9,CN(CC(=O)N1CCCc2c1c(=O)oc1ccc(O)cc21)Cc1ccccc1,-53.9,-1.4,13.9
0.3,0.0,-14.3,0.9,-3.7,0.9,-3.0,COC(=O)c1ccccc1NC(=O)CN1CCC(n2nnc3cc(F)ccc32)CC1,0.4,-3.5,2.6
-1.5,-30.4,-2.0,-45.2,-9.2,6.0,-7.7,O=[N+]([O-])c1ccccc1-c1ccc(C(=S)N2CCCC2)o1,-26.9,-6.5,11.6
1.4,-2.6,4.9,-4.9,-0.6,3.4,1.6,CC1CCC2(CC1)NC(=O)N(NC(=O)c1cc3ccccc3o1)C2=O (stereo not drawn),1.9,0.5,1.6
7.9,0.9,-0.2,2.0,0.2,6.2,3.9,COC(Cc1n[nH]c(=S)n1-c1ccc(Cl)cc1)OC,-0.3,-5.9,3.3
-10.2,-7.3,-5.6,1.7,-2.5,3.5,2.9,CCC(CC)C(=O)NCCc1cc2cc(C)c(C)cc2[nH]c1=O,1.0,-1.3,7.5
-1.2,6.2,-14.5,0.9,-2.9,7.8,-9.7,Cc1ccc2c3c1C(=O)C(=O)N3C(C)(C)CC2C (stereo not drawn),2.1,5.8,-3.4
-4.3,-1.6,4.6,-1.4,-2.7,-1.1,-2.5,CC1=[N+]([O-])C(C)(C)C(C)N(O)C1=O (stereo not drawn),1.6,1.0,-1.5

(further entries)
Tn7 DDE FP,ADAM10 inh,ASAP1 GAP inh,PLC-beta3 inh,ADAM17 inh,TDP2 absorb,Tn6 DDE FP,Structure,PLC-gamma1 inh,ARFGAP1 inhibitor,SIAE inh
0.3,-0.2,4.5,-4.4,-1.2,6.4,-0.9,CCOC1=C2[C@@H](CN(S(=O)(=O)c3ccc(C)cc3)[C@H]2c2ccccc2Cl)[C@H]2C(=O)NC(=O)[C@H]2C1,-3.3,3.4,-1.7
2.4,6.9,-8.2,-2.9,1.9,-18.0,-3.1,Cc1ccc(C(=O)C2CCN(C(=S)NCCCOC(C)C)CC2)cc1,8.2,13.3,1.4
0.0,-9.8,-7.9,2.2,-2.8,6.9,2.3,OC(CN1c2ccccc2Sc2ccccc21)Cn1nnc2ccccc21 (stereo not drawn),0.8,3.8,16.3
4.4,12.0,-6.8,-11.5,-0.4,-13.5,4.5,CCN(C(=O)CSc1ncccc1C(=O)OC(C)C)c1cccc(C)c1,-0.2,-14.4,6.3
0.3,-25.3,-8.3,-42.6,-10.6,-4.7,-12.6,O=C(Nc1nc(-c2ccccn2)cs1)c1ccco1,-28.4,13.3,-0.1
-4.7,7.5,-11.8,1.7,1.1,7.0,-0.3,O=C1CCCN1c1ncc(S(=O)(=O)c2ccc([N+](=O)[O-])cc2)s1,2.5,6.7,-4.6
6.0,-7.1,-0.1,-8.6,-1.7,2.2,2.3,O=C(c1nc2ccc(Cl)cn2c1CNCCc1cnccn1)N1CCCCCCC1,-0.7,7.1,-0.6
-0.8,-4.7,2.5,0.6,0.1,5.0,7.8,Cc1cc2c(=O)[nH]cnc2s1,-1.4,-0.4,-0.1

Other entries follow:
Tn7 DDE FP,ADAM10 inh,ASAP1 GAP inh,PLC-beta3 inh,ADAM17 inh,TDP2 absorb,Tn6 DDE FP,Structure,PLC-gamma1 inh,ARFGAP1 inhibitor,SIAE inh
-1.0,-4.9,9.7,-3.3,-3.1,0.5,10.3,C=CCc1c(C)nc(C)nc1N/N=C/c1ccccc1,-3.7,4.1,5.8
0.5,11.7,6.2,-0.1,3.6,-0.1,5.4,CN(C)c1ccc(CNc2ncc(Br)cc2Br)cc1,3.1,0.5,8.4
1.1,1.0,-7.3,0.5,-0.9,9.8,-0.2,Fc1cccc(Cl)c1Cn1nnc2c(NCc3ccccn3)ncnc21,2.4,2.1,-2.4
9.3,18.9,-2.8,-5.7,8.8*,-5.5,3.4,CC1CCc2c(C(=O)Oc3cccc(-n4cnnn4)c3)csc2C1 (stereo not drawn),-1.5,-5.8,-5.4
0.8,-3.5,10.2,1.2,-6.4,5.7,4.8,Cc1cccc(NC(=O)Cn2nnc(-c3ccc(CN4CCCC4)cc3)n2)c1C,0.0,5.9,-1.0
3.9,5.2,-0.7,1.7,0.7,5.4,0.1,O=C(O)C(CO)(c1ccccc1)c1ccccc1,1.2,15.1,-1.8
1.6,-360.8,-2.2,-84.3,-106.5,-4.6,8.9,Cc1nn(-c2ccc(F)cc2F)c2c1-c1nc(N3CCCC3)ncc1CC2,-66.4,-13.1,6.3
-6.7,0.7,4.8,1.2,-3.4,12.3,-2.2,O=C(NCc1cccc(F)c1)c1cccc2c1C(=O)c1ccc(Cl)cc1S2(=O)=O,-1.6,0.3,-26.7

ADAM17 inh: hit marks shown above
Tn7 DDE FP,ADAM10 inh,ASAP1 GAP inh,PLC-beta3 inh,ADAM17 inh,TDP2 absorb,Tn6 DDE FP,Structure,PLC-gamma1 inh,ARFGAP1 inhibitor,SIAE inh
9.3,18.9,-2.8,-5.7,8.8*,-5.5,3.4,CC1CCc2c(C(=O)Oc3cccc(-n4cnnn4)c3)csc2C1 (stereo not drawn),-1.5,-5.8,-5.4

Not a retest: entries from further up.
Tn7 DDE FP,ADAM10 inh,ASAP1 GAP inh,PLC-beta3 inh,ADAM17 inh,TDP2 absorb,Tn6 DDE FP,Structure,PLC-gamma1 inh,ARFGAP1 inhibitor,SIAE inh
1.6,-360.8,-2.2,-84.3,-106.5,-4.6,8.9,Cc1nn(-c2ccc(F)cc2F)c2c1-c1nc(N3CCCC3)ncc1CC2,-66.4,-13.1,6.3
-6.7,0.7,4.8,1.2,-3.4,12.3,-2.2,O=C(NCc1cccc(F)c1)c1cccc2c1C(=O)c1ccc(Cl)cc1S2(=O)=O,-1.6,0.3,-26.7

Next compounds
Tn7 DDE FP,ADAM10 inh,ASAP1 GAP inh,PLC-beta3 inh,ADAM17 inh,TDP2 absorb,Tn6 DDE FP,Structure,PLC-gamma1 inh,ARFGAP1 inhibitor,SIAE inh
-8.4,10.6,-2.1,-3.0,11.9*,-25.1,-0.3,NNc1nnc2c3cc(F)ccc3n(CCc3ccccc3)c2n1,3.0,-9.6,-7.3
5.4,-8.2,-14.2,0.8,-0.1,2.3,6.7,Cc1cc(C(=O)N2CCC2(C)C(=O)NS(=O)(=O)c2ccccc2Cl)nn1C (stereo not drawn),1.2,-4.9,1.8
0.2,-12.4,-1.5,-3.3,-3.6,6.7,-3.5,CCOC(=O)N1CCC(N2C(=O)c3ccc(C(=O)NCCOC)cc3C2=O)CC1,-1.2,-0.9,-6.0
2.4,-0.5,7.4,-4.2,-4.5,13.1,-3.8,COCCNC(=O)CN(Cc1ccco1)C(=O)CCC(=O)Nc1nccs1,-1.0,-3.2,10.3
2.4,-9.2,-8.6,-6.5,-4.9,-18.7,1.2,C=CCN1N=C(/C=C/c2ccc(OC)cc2)CCC1=O,3.4,2.4,-1.6
-2.4,-3.0,0.2,-9.4,-2.8,-8.7,-3.9,CC(=O)c1ccc(NC(=O)COC(=O)c2ccc(F)cc2F)cc1,-0.5,1.9,0.9
-1.6,-15.0,6.0,-15.3,-3.2,-0.2,7.1,O=C(CSc1nnc(-c2cccnc2)n1Cc1ccco1)c1ccc2ccccc2c1,-10.2,-10.2,-8.7
0.0,-1.2,-8.6,1.8,0.8,-3.4,-3.8,C=C(C)CN(CC)C(=O)CC1C(=O)NCCN1Cc1c(F)cccc1Cl (stereo not drawn),3.5,-12.0,2.3

Other structures follow.
Tn7 DDE FP,ADAM10 inh,ASAP1 GAP inh,PLC-beta3 inh,ADAM17 inh,TDP2 absorb,Tn6 DDE FP,Structure,PLC-gamma1 inh,ARFGAP1 inhibitor,SIAE inh
-1.6,-3.6,9.3,-14.1,-1.1,3.0,3.4,NS(=O)(=O)c1ccc(NC(=O)C2Cc3ccccc3CN2C(=O)c2ccco2)cc1 (stereo not drawn),-3.7,-10.5,0.7
-2.7,-3.5,2.6,-0.3,-2.1,-1.2,6.9,CC1(C)NC(=O)N(CCOCCSc2ccccc2)C1=O,2.0,-9.2,-2.8
-3.7,0.5,-5.7,3.2,-4.1,-2.8,-1.0,COc1ccc(S(=O)(=O)Nc2ccc3c(c2)C(=O)N([C@H](C)CO)C[C@H](C)[C@@H](CN(C)C(=O)NC(C)C)O3)cc1,2.2,7.7,9.0
8.8,1.7,0.1,-6.0,0.6,-12.4,-0.5,COc1ccc(C(CNC(=O)c2cccc(S(=O)(=O)Nc3ccc(C)cc3)c2)N2CCCCC2)cc1 (stereo not drawn),2.0,-5.8,-0.7
-2.9,-15.0,-15.7,-25.2,-0.4,-6.6,-2.7,CN(C)c1ccc(C=C(C#N)C(=O)c2ccccc2)cc1Br,-14.6,-2.7,-3.9
0.5,i,-2.1,-65.6,-192.2,2.5,0.0,Cc1c(C)c2ccc(OCC(=O)NC(Cc3ccc(Cl)cc3)C(=O)O)cc2oc1=O (stereo not drawn),-50.4,6.6,3.4
